RBBP9 inhibitor – inhibitors of human serine hydrolase RBBP9; inhibition, % at 7.94 µM; recombinant RBBP9, FP-Rh probe fluorescence polarization; O75884; 0.2% of 220,000 active;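 active = inhibition above the campaign mean of all tested compounds plus 3 SD, cut at about 14% in these data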;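 also: plate controls were DMSO wells with RBBP9 for no effect and wells lacking RBBP9 protein for full effect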
Target sequence (O75884 whole entry, looked up): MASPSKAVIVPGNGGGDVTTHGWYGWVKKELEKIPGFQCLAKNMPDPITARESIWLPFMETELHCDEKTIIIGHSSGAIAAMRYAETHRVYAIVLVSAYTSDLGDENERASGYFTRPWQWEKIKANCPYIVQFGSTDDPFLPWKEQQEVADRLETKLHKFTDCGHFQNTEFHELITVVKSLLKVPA
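Measured by: FP readout at 525/598 nm; material: recombinant human RBBP9; also added: Serine-hydrolase probe FP-Rh, 375 nM pre-mixing; medium: Tris buffer pH 8.0, NaCl, Pluronic; replication: one well per compound; doses: one concentration, 7.94 µM nominal, 0.794% DMSO; timing: preincubation 30 min plus labeling 45 min at 25 °C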
NPY-Y1 antag – antagonists of human neuropeptide Y receptor Y1; P25929; HEK293-CNG Y1 cells, membrane potential fluorescence; NPY at EC95, then isoproterenol; inhibition, % at 3.6 µM; 1% of 200,000 active; AID 1040;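 active = inhibition above the campaign mean inhibition of all tested compounds plus 3 SD, cut at about 20% in these data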;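 also: 0% = DMSO wells given NPY plus isoproterenol and 100% = isoproterenol alone without NPY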
Target sequence (P25929 whole entry, looked up): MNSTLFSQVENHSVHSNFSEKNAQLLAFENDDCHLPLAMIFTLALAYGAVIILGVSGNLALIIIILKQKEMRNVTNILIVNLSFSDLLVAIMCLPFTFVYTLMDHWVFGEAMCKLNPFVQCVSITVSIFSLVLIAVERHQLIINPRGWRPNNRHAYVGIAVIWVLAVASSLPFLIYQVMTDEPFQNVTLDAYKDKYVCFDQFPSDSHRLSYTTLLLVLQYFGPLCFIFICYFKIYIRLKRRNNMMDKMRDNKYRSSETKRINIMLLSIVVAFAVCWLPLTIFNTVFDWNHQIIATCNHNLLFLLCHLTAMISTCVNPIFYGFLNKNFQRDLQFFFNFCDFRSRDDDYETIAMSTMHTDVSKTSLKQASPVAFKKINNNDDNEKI
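material = HEK293 cells with Y1 receptor plus CNG channel | also added = NPY 25 nM then isoproterenol 1 µM plus Ro 20-1724 25 µM | schedule = dye 3 h, compound 60 min room temperature, stimulation 45 min | measured by = membrane potential fluorescence | benchmarks = high control isoproterenol alone, low control NPY with isoproterenol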
Ba/F3 V617F tox – reduce viability of Ba/F3 cells dependent on JAK2V617F; 1.1% of 220,000 active; Ba/F3 EpoR-JAK2V617F viability, ATP luminescence; inhibition, % at 5.6 µM;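 active = inhibition above the campaign mean plus 3 SD over all tested compounds, cut at about 24% in these data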;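 also: cytokine-independent growth of Ba/F3 cells driven by EpoR plus mutant JAK2; 0% = DMSO-treated cells and 100% = JAK inhibitor I control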
S1P4 agonist – agonists of human S1P4 receptor | O95977 | S1P4-expressing cell line, agonist reporter assay | 0.35% of 220,000 active | activation, % at 4.98 µM | AID 1509; in the data active = activation above about 11%;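 also: 0% = DMSO vehicle and 100% = reference agonist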
Target sequence (O95977 whole entry, looked up): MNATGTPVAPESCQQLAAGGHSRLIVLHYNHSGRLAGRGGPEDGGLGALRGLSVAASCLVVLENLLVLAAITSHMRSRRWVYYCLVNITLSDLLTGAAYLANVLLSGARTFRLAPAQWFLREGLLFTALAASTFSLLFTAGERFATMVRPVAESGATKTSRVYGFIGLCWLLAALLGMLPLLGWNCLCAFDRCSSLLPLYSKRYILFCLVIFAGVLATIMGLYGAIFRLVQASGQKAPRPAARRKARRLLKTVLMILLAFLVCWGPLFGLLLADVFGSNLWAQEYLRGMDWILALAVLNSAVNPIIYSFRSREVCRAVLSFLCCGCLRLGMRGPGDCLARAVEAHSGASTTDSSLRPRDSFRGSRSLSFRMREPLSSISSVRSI
BaF3 tox – counter-screen for JAK2V617F inhibitors: parental Ba/F3 viability inhibitors; CellTiter-Glo ATP luminescence; inhibition, % at 5.6 µM; 1.1% of 220,000 active; AID 1486;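 active = inhibition above a per-campaign cutoff, the mean inhibition of all tested compounds plus 3 SD, cut at about 27% in these data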;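 also: 0% = DMSO wells and 100% = JAK Inhibitor I control wells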
NPY2 pot ag – potentiators or agonists of human neuropeptide Y receptor Y2 | 0.45% of 220,000 active | activation, % at 3.6 µM | cells expressing NPY-Y2, potentiator/agonist read-out | AID 1359; in the data active = activation above about 27%;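 also: cells stimulated with NPY near EC25 plus isoproterenol at EC100; 0% = vehicle plus submaximal agonist and 100% = vehicle plus saturating agonist; some results beyond the cut were filed as inactive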
NPY-Y1 PAM-ag – potentiates or activates human NPY-Y1 receptor; AID 1304; P25929; 0.37% of 220,000 active; NPY-Y1 expressing cells, potentiator/agonist activation; activation, % at 3.6 µM; in the data active = activation above about 33%, passing the limit was not always enough;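 also: cells stimulated with NPY at EC10 then isoproterenol at EC100; 0% = low agonist plus stimulus and 100% = saturating agonist plus stimulus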
S1P4 antag – antagonists of human S1P4 receptor | S1P4-expressing cells, antagonist mode, reporter read-out | inhibition, % at 4.98 µM | 0.26% of 220,000 active | AID 1510; in the data active = inhibition above about 29%;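 also: 0% = wells stimulated with agonist and 100% = vehicle wells without agonist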
Runt-CBFb FRET – inhibitors of human RUNX1 Runt domain binding to CBFb | Q01196+Q13951 | Cerulean-Runt/Venus-CBFb FRET ratio 530/480, 1 h | inhibition, % at 20 µM | 0.46% of 220,000 active;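 active = inhibition over about 50% at 20 µM in the single-dose screen, limit read from the data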;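 also: 0% = DMSO wells and 100% = excess unlabeled CBFb competitor control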
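Measured by: fluorescence energy transfer, 422 nm excitation, 530/480 nm emission; Assay system: Cerulean-Runt domain; Medium: Tris pH 7.5 buffer with BSA; Measure: loss of energy transfer signal; Controls: 5 µM unlabeled CBFb as full-inhibition high control; Incubation: protein complex preformed 1 h, compound exposure 1 h, room temperature, dark.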
Numbers without * were called inactive; nt = no result given.

A first look (2 entries):
SMILES | RBBP9 inhibitor | NPY-Y1 antag | Ba/F3 V617F tox | S1P4 agonist | BaF3 tox | NPY2 pot ag | NPY-Y1 PAM-ag | S1P4 antag | Runt-CBFb FRET
CC1(N(O)C=C2C=CC(=O)C=C2)CCCCC1=O (configuration not stated) | -3 | nt | -6 | 2.3 | -2 | 1 | 15 | -2 | 1
N#C/C(=C\c1ccc(Cl)cc1)c1nc(-c2ccco2)cs1 | -9 | -2 | 1 | 1.0 | 9 | -9 | -8 | -35 | -3

The whole of this part, previewed entries included:
SMILES | RBBP9 inhibitor | NPY-Y1 antag | Ba/F3 V617F tox | S1P4 agonist | BaF3 tox | NPY2 pot ag | NPY-Y1 PAM-ag | S1P4 antag | Runt-CBFb FRET
CC1(N(O)C=C2C=CC(=O)C=C2)CCCCC1=O (configuration not stated) | -3 | nt | -6 | 2.3 | -2 | 1 | 15 | -2 | 1
N#C/C(=C\c1ccc(Cl)cc1)c1nc(-c2ccco2)cs1 | -9 | -2 | 1 | 1.0 | 9 | -9 | -8 | -35 | -3
CCOc1ccc(N=Nc2c(=O)[nH]n3c(=O)c4c([nH]c23)CCCC4)cc1 | 0 | -2 | 0 | 1.8 | 2 | 4 | -35 | -10 | -20
O=C(O)CCCCCNS(=O)(=O)c1cccc2c1C(=O)c1ccccc1C2=O | -4 | 1 | 6 | -0.2 | 13 | -4 | 10 | -5 | 2
O=C(COc1ccccc1Cl)Nc1nc(-c2cccs2)cs1 | -13 | 6 | -3 | 1.2 | -2 | -7 | -7 | -3 | -2
CCCNC(=O)c1cc2cc([N+](=O)[O-])ccc2s1 | -6 | 4 | -1 | 0.9 | 6 | -11 | -7 | -1 | -1
O=C(Nc1ncccn1)C1c2ccccc2Oc2ccccc21 | 1 | 6 | -4 | 0.9 | 0 | 6 | -2 | 1 | 0
COc1ccc2c(c1)c(C(=O)N/N=C/c1cccc(O)c1)c(C)n2C | -8 | 2 | -2 | -0.2 | 4 | 0 | -6 | -28 | -1
Cc1cc(C(=O)NNC(=S)NCC(C)C)cs1 | 2 | -3 | 0 | -0.8 | 10 | 6 | -16 | -10 | -2
COc1ccc(C2N=C(c3ccccc3)C(C)(C)N2O)cc1 (configuration not stated) | -1 | -4 | -6 | -6.7 | 0 | 1 | -20 | 8 | 2
CCC(=O)NC(c1ccc(OC)cc1)c1c(O)ccc2ccccc12 (configuration not stated) | 0 | -3 | 2 | -0.6 | 2 | -1 | 3 | 1 | 1
C=CCNCCOc1c(C)cc(C)cc1Cl | -1 | 11 | -3 | 0.4 | 5 | 14 | -21 | -16 | -3
CN1CCN(c2ccc(NS(=O)(=O)c3ccc(Cl)cc3)cn2)CC1 | -4 | 5 | 1 | -1.1 | 7 | -1 | -13 | 1 | 2
O=C(CN1CCN(c2cccc(C(F)(F)F)c2)CC1)Nc1cccc(C(F)(F)F)c1 | -1 | 5 | 1 | 0.5 | 4 | -11 | -54 | 3 | -5
CCCCn1nnnc1SCC(=O)Nc1ccc2c(c1)OCO2 | 0 | 2 | -3 | 1.1 | -1 | -20 | -4 | 8 | 1
O=C1Nc2ccccc2S/C1=C/c1cccs1 | -8 | nt | 6 | -1.0 | -1 | -22 | -2 | 4 | -2
CC1=CC(C)(C)n2c(O)c(C3=NC(=S)NC3=O)c3cc(OC(=O)c4cccc5ccccc45)cc1c32 | 3 | 8 | -3 | 0.9 | 0 | -3 | -4 | 0 | -3
CCCSc1nc2[nH]ncc2c(=O)[nH]1 | -2 | 2 | 1 | 0.6 | -1 | -6 | -3 | -16 | -6
CN(c1ccccc1)S(=O)(=O)c1ccc(Cl)c(C(=O)Nc2ccc(N3CCOCC3)cc2)c1 | -7 | -3 | -1 | 1.3 | 4 | 6 | 0 | -25 | 1
CCOC(=O)C1CCCN(C(=O)c2cc(Nc3ccc(OC)cc3OC)nc3ccccc23)C1 (configuration not stated) | -8 | 6 | -4 | -0.4 | 2 | 2 | 2 | 2 | 1
Cc1csc(NC(=O)C2CCCN2C(=O)OCC(C)C)n1 (configuration not stated) | -2 | -2 | 0 | 1.7 | 6 | 11 | -2 | -10 | 1
O=C(Cn1cnc2ccccc2c1=O)NNC(=O)c1ccccc1 | 8 | nt | -4 | -0.6 | 0 | 10 | 7 | 8 | 4
COc1ccc(-c2cc(-c3nnc(-c4ccncc4)o3)c3ccccc3n2)cc1 | -1 | 4 | -3 | 1.2 | 2 | -2 | -16 | 2 | 34
CS/C(=N\S(=O)(=O)c1cccs1)Nc1cccc(Cl)c1C | -2 | 8 | 2 | 2.8 | 2 | 5 | 23 | -6 | -2
O=C(CN(c1ccccc1)S(=O)(=O)c1ccccc1)Nc1ccccc1C(=O)NCc1ccco1 | -7 | -1 | 3 | 0.0 | 9 | 0 | 6 | -11 | 0
O=C(CSc1nnc(C2CC2)n1-c1ccccc1)NCCN1C(=O)CSC1=O | -1 | -2 | -1 | 0.8 | -3 | 1 | -4 | -17 | -1
Cc1onc(-c2ccccc2)c1C(=O)N/N=C/C=C/c1ccccc1 | -8 | nt | -3 | 1.6 | 1 | 9 | -8 | 6 | 0
CN(C)S(=O)(=O)N1CCC(Oc2ccc(C(=O)NC3CCCCC3)cc2)CC1 | -8 | 2 | 0 | 1.6 | 0 | -18 | -1 | -1 | -2
C=CCn1cc(-c2cccc(C(F)(F)F)c2)cc(C#N)c1=O | 5 | 2 | 6 | -0.8 | 9 | 2 | -13 | 2 | -2
C=CCOc1ccccc1CNc1ccc2[nH]c(=O)[nH]c2c1 | 1 | -6 | -5 | -0.2 | 3 | 4 | 9 | -39 | 4
COc1ccccc1CNC(=O)CS(=O)Cc1nc(-c2ccccc2C)oc1C (configuration not stated) | -11 | 9 | -2 | -2.4 | 7 | -31 | -24 | 2 | 2
CC1CCCN(S(=O)(=O)c2ccc(C(=O)Nc3nnc(-c4ccccc4Cl)o3)cc2)C1 (configuration not stated) | -6 | -1 | -4 | -0.4 | -1 | 9 | -12 | -10 | 1
CC(=O)c1ccc(NC(=S)NC(NC(=O)c2ccco2)C(Cl)(Cl)Cl)cc1 (configuration not stated) | -16 | 6 | 2 | 0.5 | 8 | 7 | -1 | -10 | 4
O=C(O)CCS(=O)(=O)Cc1ccccc1F | -4 | 5 | 1 | 0.4 | 5 | 12 | 22 | -8 | 0
CCOc1cc(S(=O)(=O)n2ccnc2)ccc1Br | -6 | 11 | 2 | 0.7 | 5 | 1 | 3 | -1 | 1
O=C(O)c1ccc(CSc2nc3ccc(N4C(=O)C5C6C=CC(C6)C5C4=O)cc3s2)cc1 (configuration not stated) | -7 | 4 | 0 | 0.8 | 3 | -6 | -9 | -6 | -2
CCOC(=O)C1=C(N)OC2=C(C(=O)CC(C)(C)C2)C1c1ccccc1OCC#N (configuration not stated) | -2 | 5 | 1 | -0.6 | 1 | -2 | 10 | -9 | 0
CCCCC1NC(C(=O)O)CS1 (configuration not stated) | -4 | -3 | 2 | -0.3 | 4 | -5 | -17 | 7 | 0
CC(Oc1ccc(Cl)cc1Cl)C(=O)Nn1cnnc1 (configuration not stated) | 3 | 3 | -3 | -1.7 | 1 | -8 | 5 | -25 | 1
CCN(CC)S(=O)(=O)c1ccc(Cl)c(NC(=O)COC(=O)c2ccc(O)cc2)c1 | -6 | -3 | -1 | 1.2 | -2 | -8 | 11 | -29 | 0
CC1CCc2cc(F)ccc2N1C(=O)c1ccncc1 (configuration not stated) | -8 | 0 | 5 | -1.0 | 8 | 11 | -3 | -18 | 0
O=C(NCc1ccco1)c1ccc(Cl)nc1 | -1 | nt | -4 | 2.0 | -2 | 4 | -19 | 13 | 1
COC(=O)c1cc([N+](=O)[O-])ccc1N1CCN(Cc2ccccc2)CC1 | 2 | 9 | 4 | -0.3 | 11 | 5 | -12 | -5 | -2
CCOC(=O)c1ccc(NC(=O)c2ccc(OC(C)C)c(OC)c2)cc1 | -11 | 0 | 2 | 0.2 | 6 | 2 | 6 | 4 | -7
Cc1cccc(C(=O)NC2CCN(C(=O)Nc3ccccc3C)CC2)c1 | -8 | -8 | 1 | -0.8 | 7 | -12 | -1 | 5 | 0
CCN1CCN(S(=O)(=O)Cc2ccccc2)CC1 | -9 | 8 | -3 | -4.6 | 3 | -16 | 2 | 7 | 1
CCOC(=O)c1sc(NC(=O)C(C)(C)C)cc1C | -6 | 3 | -4 | 0.4 | 2 | 4 | 16 | -1 | -1
CC(C)C[C@H](N)c1nnc(SCc2ccc(Cl)cc2)o1 | 16* | nt | -3 | -0.3 | 6 | 2 | 10 | -5 | 2
COc1ccc(/C=C2/SC(=O)N(CC(O)Cn3c4ccccc4c4ccccc43)C2=O)cc1 (configuration not stated) | 3 | 11 | -2 | 0.8 | 2 | 2 | 2 | -7 | -4
Clc1ccc(Nc2nc(NCCN3CCOCC3)nc(N3CCOCC3)n2)cc1 | -8 | 5 | -1 | 1.1 | 6 | 4 | 8 | 5 | 1

Going on with the list.
SMILES | RBBP9 inhibitor | NPY-Y1 antag | Ba/F3 V617F tox | S1P4 agonist | BaF3 tox | NPY2 pot ag | NPY-Y1 PAM-ag | S1P4 antag | Runt-CBFb FRET
Cc1ccc2cn[nH]c2c1NC(N)=S | 4 | 5 | -1 | -1.2 | 1 | -10 | -11 | -24 | 2
CC/C(C)=N/Nc1nc2c(c(=O)[nH]c(=O)n2C)n1CCc1ccccc1 | 5 | 2 | 0 | -0.4 | 6 | 0 | 12 | -9 | 3
CC1(c2ccccc2)NC(=O)N(NC(=O)CSc2n[nH]c(N)n2)C1=O (configuration not stated) | -5 | nt | 3 | 0.2 | -12 | -10 | -11 | -16 | -1
O=[N+]([O-])c1ccc(NCCCNS(=O)(=O)c2ccccc2)cc1 | -8 | -2 | -3 | 0.0 | 4 | 16 | 17 | -3 | 0
CN1CCC(OC(c2ccccc2)c2ccccc2)CC1 | -1 | -1 | 1 | -0.4 | 6 | -9 | -15 | -12 | 1
CCN(CC)CCCNC(=O)c1ccc(N2CCCCC2)c(NS(=O)(=O)c2ccc(C)cc2)c1 | 2 | 20 | -4 | 1.2 | 0 | -13 | -19 | -8 | 3
CCS(=O)(=O)c1ccc2oc(SCC(=O)NC(C)C3CC4CCC3C4)nc2c1 (configuration not stated) | 7 | 6 | -3 | -0.2 | 6 | 5 | -4 | -12 | 0
Cc1ccc(C)c(S(=O)(=O)N2CCC(c3nc4c(nnn4Cc4ccc(F)cc4)c(=O)[nH]3)CC2)c1 | -16 | -4 | -2 | 0.9 | 1 | -14 | 1 | 28 | -8
Cc1nn(C)c(=S)n1-c1ccc(Cl)cc1 | -2 | 0 | 2 | -0.4 | 4 | -5 | -9 | -7 | 2
Nc1nonc1C(=O)N1CCCCC1 | 0 | 3 | 21 | 1.0 | 4 | 4 | 8 | -9 | 0
O=C(CN1C(=O)CCC1=O)Nc1ccc(Br)cc1 | -7 | 3 | -1 | 0.7 | 8 | 5 | 9 | -20 | 2
CCCCCCCOC(=O)C1=C(C)Nc2ncnn2C1c1cccs1 (configuration not stated) | 1 | -2 | 3 | 0.2 | 6 | 7 | 14 | -17 | 0

Assay outcomes from PubChem BioAssay.
